# Bcl-B displacement: displacers of TR3 peptide from Bcl-B, primary screen, selectivity assay for Bfl-1 inhibitor project, biochemical, fluorescence polarization | AID 748, 2007 | Bcl-2-like protein 10 (Homo sapiens) | displacement, % at 20 µM; hits with a dose series show IC50 in µM | actives 0.11% (n = 96,000) | FP displacement of FITC-TR3 peptide from Bcl-B; higher % means a stronger effect;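 active = displacement above 50% at 20 µM plus a fluorescence interference ratio under 1.5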;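 also: plate controls were wells without compound for no effect and wells lacking Bcl-B protein for full effect; a part of the inactive calls stands beside numbers as strong as those of hits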
# IL1B NFkB inh: inhibitors of IL-1B driven NFkB p65 nuclear import, primary screen, imaging, HUVEC, IL-1B stimulus, high-content imaging | actives 0.43% (n = 94,000) | HUVEC IL-1B NFkB p65 nuclear translocation imaging | inhibition, % at 2 µM | AID 796, 2007;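 active = inhibition above about 30% together with a positive call from visual inspection of the well image, limit read from the data; inconclusive = inhibition above a set limit but visual check negative; inactive = inhibition not above a set limit, visual check negative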;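 also: nuclear over cytoplasmic p65 intensity ratio measured by imaging; 0% = IL-1B stimulated DMSO wells and 100% = unstimulated DMSO wells; values of inactives mirror those of a sister screen read the other way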
# MRP resist rev: reversal of MRP1-mediated doxorubicin resistance, primary screen, H69AR cells, doxorubicin co-treatment; H69AR cells + 2 uM doxorubicin, CellTiter-Glo, 72 h; differential viability (reversal), % at 10 µM; actives 0.04% (n = 85,000);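 active = viability drop by adding the cancer drug above about 55%, with treated viability meeting a 40% cutoff, limit read from the data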;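 also: viability without doxorubicin minus viability with 2 µM doxorubicin for each compound; larger differential means the compound sensitizes cells more to doxorubicin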
# IL1B NFkB pot: enhancers of NFkB p65 translocation in HUVEC – imaging, IL-1B stimulus, high-content imaging, primary screen. HUVEC IL-1B NFkB p65 nuclear translocation imaging. activation, % at 2 µM. actives 0.3% (n = 94,000). AID 819, 2007;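 active = activation above 40%, about the mean plus 3 SD, also judged a hit on visual image review; inconclusive = activation above 40% but not a hit on visual review; inactive = activation not above 40% and no visual hit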;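 also: percent activation is computed from the nuclear over cytoplasmic p65 intensity ratio; values of inactives mirror those of a sister screen read the other way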
# PLAP inhibition: PLAP enzyme inhibitors, biochemical, luminescence, HTS (AID 690); Alkaline phosphatase, placental type (Homo sapiens); purified PLAP, luminescent substrate; higher % means a stronger effect; inhibition, % at 20 µM, or IC50 in µM where a hit was titrated; actives 0.08% (n = 96,000); in the data active = a potency from the dose series; inactive = the rest, 99 in 100 with inhibition below about 30%; also: strong numbers were not always called active
# MRP resist rev cytotoxicity: second read-out of MRP resist rev, no call of its own (marks repeat the call); viability, %; H69AR cells, CellTiter-Glo, 72 h; measured here: cytotoxicity without doxorubicin
# MRP resist rev with doxorubicin: further read-out of MRP resist rev, marked with its call; viability, %; measured here: viability with 2 uM doxorubicin; stronger effect = lower value
# IL1B NFkB inh cell count 2 µM: second read-out of IL1B NFkB inh, no call of its own (marks repeat the call); cell count; measured here: cells passing quality filter;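 raw number of nuclei counted in each imaged well without normalization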
# IL1B NFkB pot cell count 2 µM: recorded beside IL1B NFkB pot, whose call it bears; cell count; measured here: cells passing quality filter
# Numbers without * were called inactive; ? = inconclusive; / = no result given. Not all compounds are listed; the hit share may differ from the screen's.
Structure | Bcl-B displacement | IL1B NFkB inh | IL1B NFkB inh cell count 2 µM | MRP resist rev | MRP resist rev cytotoxicity | MRP resist rev with doxorubicin | IL1B NFkB pot | IL1B NFkB pot cell count 2 µM | PLAP inhibition
Cc1ccc(N=Nc2c(=O)[nH]n3c(=O)cc(C)[nH]c23)cc1 | 4% | -11 | 137 | / | / | / | 11 | 137 | -109%
CC1=C(C)C(=O)N(c2ccc(C(=O)O)cc2)C1=O | 6% | -7 | 59 | 5 | 107 | 102 | 7 | 59 | -5%
Cc1cc2oc(=O)cc(C)c2cc1NC(=O)CCC(=O)O | 3% | -26 | 165 | / | / | / | 26 | 165 | -7%
CCc1cccc(NC(=O)CSCc2cc(=O)[nH][nH]2)c1 | -12% | -9 | 150 | -19 | 92 | 111 | 9 | 150 | -146%
Cc1ccc(S(=O)(=O)N2CCCC(C(=O)NCC3COCCO3)C2)cc1 (centres undefined) | 4% | 8 | 131 | 21 | 92 | 71 | -7 | 131 | -27%
O=C(NCc1ccco1)C1Cc2ccccc2CN1S(=O)(=O)c1ccccc1F (centres undefined) | / | -11 | 184 | 1 | 63 | 62 | 11 | 184 | /
Cc1nnc(SC(C)C(=O)N2CCc3ccccc32)s1 (centres undefined) | 2% | 6 | 158 | 8 | 95 | 88 | -6 | 158 | 4%
O=C(c1cc(C2CC2)on1)N1CCN(c2ccccc2)CC1 | 17% | -24 | 163 | -2 | 100 | 102 | 24 | 163 | -22%
CCOC(=O)c1nn(-c2ccc3c(c2)CCN3C(C)=O)cc1O | -1% | / | / | -1 | 83 | 84 | / | / | -5%
CCS(=O)(=O)n1nc(-c2ccc(C)cc2)nc1N | 0% | -7 | 141 | -2 | 90 | 93 | 7 | 141 | 14%
O=C(O)c1ccc(Cn2cc(Cl)cn2)cc1 | -10% | -31 | 175 | 18 | 101 | 83 | 31 | 175 | -10%
CCCCCCCOc1ccc(OC(=O)c2ccncc2)cc1 | 20% | -14 | 85 | -41 | 73 | 114 | 14 | 85 | -14%
CC(C)(O)C#CC#CCN1CCOCC1 | 4% | 0 | 174 | -3 | 98 | 102 | 0 | 174 | -32%
O=C(Cn1nc(Cc2cccnc2)c2ccccc2c1=O)NCCCN1CCCC1=O | -1% | 2 | 181 | 5 | 103 | 99 | -2 | 181 | -19%
COCCCn1c(SCC(=O)N2CCCC(C)C2)nnc1-c1ccco1 (centres undefined) | -5% | / | / | 16 | 95 | 79 | / | / | -28%

# Continued.
Structure | Bcl-B displacement | IL1B NFkB inh | IL1B NFkB inh cell count 2 µM | MRP resist rev | MRP resist rev cytotoxicity | MRP resist rev with doxorubicin | IL1B NFkB pot | IL1B NFkB pot cell count 2 µM | PLAP inhibition
O=C(c1ccc2c(c1)OCO2)N1CCc2ccccc2C1 | -4% | -2 | 84 | -4 | 75 | 79 | 2 | 84 | 5%
O=c1c2ccccc2ncn1Cc1nc2ccccc2s1 | -5% | / | / | -12 | 87 | 99 | / | / | -26%
COc1cc(C(=S)N(C)C)ccc1O | 0% | -6 | 162 | 2 | 91 | 89 | 6 | 162 | 6%
COCCn1cc(C(=O)N2CCCC(C)C2)c2c3ccccc3n(C)c2c1=O (centres undefined) | 16% | -10 | 193 | 1 | 79 | 78 | 10 | 193 | -30%
Cc1cc(=O)[nH]c(SCC(=O)c2ccccc2)c1C#N | -16% | / | / | 8 | 78 | 71 | / | / | 13%
CSc1nc(C)c(CCOC(=O)c2ccccc2)c(=O)[nH]1 | 1% | 8 | 138 | / | / | / | -8 | 138 | -7%
Cc1nn(-c2cc(N3CCCCC3)ccc2N)c(=O)c2ccccc12 | / | -3 | 158 | / | / | / | 3 | 158 | /
Cc1cc(OCCCCN2C(=O)NC(C)(C)C2=O)cc(C)c1Cl | 2% | -8 | 141 | 0 | 64 | 64 | 8 | 141 | -46%
Cc1ccc2oc(-c3ccc(C)c(NC(=O)Cc4cccs4)c3)nc2c1 | 7% | / | / | / | / | / | / | / | -7%
COc1cc(C(=O)Oc2cc(C)cc(C)c2)cc(OC)c1OC | / | 7 | 119 | 20 | 89 | 69 | -7 | 119 | /
CCn1c(SCC(=O)Nc2ccc3c(c2)OCCO3)nnc1-c1ccccn1 | 6% | -40 | 121 | 12 | 109 | 97 | ? | / | 16%
O=C(CCN1CCCC1Cc1ccccc1)c1ccc2c(c1)OCCO2 (centres undefined) | 0% | -4 | 56 | 9 | 91 | 82 | 4 | 56 | -54%
CCN(CC)c1ccc(-c2nc3cnccn3c2NC2CCCC2)cc1 | -12% | 3 | 184 | -13 | 46 | 59 | -3 | 184 | -27%
Cc1cc(C)c(C#N)c(N2CCCC(C(N)=O)C2)n1 (centres undefined) | -2% | 0 | 88 | 11 | 99 | 88 | 0 | 88 | 8%
O=C(c1cnn2c(C(F)F)cc(-c3ccccc3)nc12)N1CCN2CCCC2C1 (centres undefined) | -5% | 0 | 148 | -5 | 57 | 62 | 0 | 148 | -32%

# Next structures:
Structure | Bcl-B displacement | IL1B NFkB inh | IL1B NFkB inh cell count 2 µM | MRP resist rev | MRP resist rev cytotoxicity | MRP resist rev with doxorubicin | IL1B NFkB pot | IL1B NFkB pot cell count 2 µM | PLAP inhibition
C=C(C)C1CC=C(C)/C(=N/NC(=O)COc2cccc(C)c2)C1 (centres undefined) | / | -12 | 146 | -2 | 77 | 79 | 12 | 146 | /
CC(C)N1CC=C2C(C#N)=C(N)C(C#N)(C#N)C(c3ccccc3)C2C1 (centres undefined) | 72% | -8 | 173 | / | / | / | 8 | 173 | -19%
CC(C)CN(C(=O)COC(=O)CCc1c[nH]c2ccccc12)C1CCS(=O)(=O)C1 (centres undefined) | -7% | 4 | 134 | 2 | 94 | 92 | -4 | 134 | -52%
COc1cc2c(cc1OC)CN(CC(=O)Nc1ccccc1C#N)CC2 | 0% | 0 | 158 | 14 | 86 | 72 | 0 | 158 | -51%
Cc1ccc(N2C(=O)c3ccc(C(=O)Nc4cccnc4)cc3C2=O)c(C)c1 | -8% | / | / | 9 | 100 | 91 | / | / | 3%
Cc1cc(C)n(S(=O)(=O)c2cc(Cl)ccc2Cl)n1 | 10% | 13 | 180 | 18 | 93 | 75 | -13 | 180 | -11%
CC(=O)c1c(C)nn(C(=O)c2cccs2)c1C | 3% | -3 | 190 | -10 | 98 | 107 | 3 | 190 | 13%
COc1ccc([N+](=O)[O-])cc1NC(=O)CSc1ccccc1 | 6% | 5 | 108 | / | / | / | -5 | 108 | -24%
Cc1ccc2cc(C)c(N3CCN(c4ccccn4)CC3)nc2c1 | -8% | -21 | 133 | 5 | 101 | 96 | 21 | 133 | -27%
O=C1c2ccccc2C(=O)N1CC1c2ccccc2CCN1S(=O)(=O)c1ccccc1 (centres undefined) | 0% | 19 | 142 | / | / | / | -19 | 142 | -24%
Cc1nccn1-c1ncnc2sc3c(c12)CCCC3 | -3% | 6 | 112 | 2 | 108 | 105 | -6 | 112 | -6%
O=C1NCCN1Cc1cccc(Cl)c1 | 84% | -43 | 94 | 4 | 88 | 84 | / | / | /
O=c1[nH]c(SCc2ccccc2Cl)nc2c1cnn2-c1ccccc1 | 0% | / | / | -6 | 79 | 86 | / | / | -43%
Cc1nnc2n(-c3ccc(Cl)cc3)c(=O)c3c4c(sc3n12)CN(C)CC4 | 2% | / | / | 8 | 90 | 81 | / | / | -25%
COC(=O)CSC(C(=O)Nc1ccc(C)c(C)c1)c1ccccc1 (centres undefined) | 4% | -14 | 121 | / | / | / | 14 | 121 | 11%

# Continuation:
Structure | Bcl-B displacement | IL1B NFkB inh | IL1B NFkB inh cell count 2 µM | MRP resist rev | MRP resist rev cytotoxicity | MRP resist rev with doxorubicin | IL1B NFkB pot | IL1B NFkB pot cell count 2 µM | PLAP inhibition
CCN1CCN(C(c2cccs2)C(C)NC(=O)c2cccc(OC)c2OC)CC1 (centres undefined) | -3% | 2 | 155 | 6 | 95 | 89 | -2 | 155 | -57%
N/C(COc1ccc(C(=O)O)cc1)=N\O | -4% | 14 | 190 | -9 | 78 | 87 | -14 | 190 | -9%
Cc1nc2ccccn2c1/C(O)=C1\C(=O)C(=O)N(CCN2CCOCC2)C1c1cccs1 (centres undefined) | 7% | / | / | -12 | 95 | 106 | / | / | -26%
COc1ccc(/C=C2/C(=O)N=C3SCCN32)cc1 | 2% | -10 | 136 | / | / | / | 10 | 136 | -16%
CC(C)N1C(=O)CC(Nc2ccc(N3CCOCC3)cc2)C1=O (centres undefined) | 7% | 2 | 159 | 1 | 85 | 84 | -2 | 159 | 11%
CCOC(=O)c1c(C)[nH]c(C)c1C(=O)CSc1nnc(-c2ccncc2)n1Cc1ccccc1 | -16% | -10 | 176 | -17 | 57 | 74 | 10 | 176 | -82%
Cc1nc(CS(=O)(=O)c2ccc(Cl)cc2)cc(N2CCOCC2)n1 | 4% | -4 | 134 | / | / | / | 4 | 134 | 6%
Cc1cccc2cc(CN(C(=O)c3cnccn3)C3CCCCC3)c(Cl)nc12 | -1% | -1 | 155 | / | / | / | 1 | 155 | -52%
C=CCOC(=O)C1=C(C)NC(C)=C(C(=O)OCC=C)C1c1ccc(O)cc1 | 7% | / | / | -7 | 75 | 82 | / | / | -64%
COc1cc(S(=O)(=O)N2CCN(C(=O)c3ccccc3F)CC2)c(OC)cc1NC(C)=O | 0% | 0 | 89 | 4 | 90 | 86 | 0 | 89 | -21%
C=CC(=C)CC(NC)c1ccccc1 (centres undefined) | 12% | -6 | 185 | / | / | / | 6 | 185 | -4%
CCOC(=O)c1nc(S(C)(=O)=O)ncc1N1CCOCC1 | -4% | 4 | 93 | -2 | 91 | 93 | -4 | 93 | 9%
COc1ccc(NC(=O)CSc2nccn2-c2cccc(OC)c2)cc1 | -12% | -12 | 78 | 20 | 97 | 78 | 12 | 78 | 8%
O=C(COC(=O)c1ccc(=O)n(Cc2ccccc2)n1)Nc1ccc2c(c1)OCCO2 | -4% | 1 | 133 | -7 | 71 | 78 | -1 | 133 | -7%
COC(=O)c1sc2ncccc2c1OCc1ccccc1Cl | 5% | -2 | 172 | / | / | / | 2 | 172 | 7%

# (listing goes on)
Structure | Bcl-B displacement | IL1B NFkB inh | IL1B NFkB inh cell count 2 µM | MRP resist rev | MRP resist rev cytotoxicity | MRP resist rev with doxorubicin | IL1B NFkB pot | IL1B NFkB pot cell count 2 µM | PLAP inhibition
COc1ccc(OCCCc2c(C)n[nH]c2C)cc1 | 2% | -3 | 168 | 8 | 94 | 86 | 3 | 168 | -131%
COCCNC(=O)c1ccc(N2CCCCC2)c(NS(=O)(=O)c2ccc(C)cc2)c1 | -6% | 2 | 145 | 2 | 78 | 76 | -2 | 145 | -41%
O=C(NC1CCN(Cc2ccccc2)CC1)C1CCN(S(=O)(=O)c2cccc3nsnc23)CC1 | -5% | 7 | 172 | -6 | 95 | 101 | -7 | 172 | -37%
O=C(NCc1ccco1)C1CCCCN1S(=O)(=O)c1ccc(F)cc1 (centres undefined) | -6% | -11 | 157 | 2 | 92 | 90 | 11 | 157 | -14%
CC1=CC(=O)C=CC1(C)C(Cl)Cl (centres undefined) | -8% | 12 | 107 | -21 | 90 | 110 | -12 | 107 | -7%
Cc1ccc(C(=O)/C=C/Nc2ccccc2C(N)=O)o1 | -1% | -9 | 140 | -3 | 94 | 96 | 9 | 140 | 4%
O=C(NCc1ccco1)c1c[nH]c2ccc(S(=O)(=O)N3CCOCC3)cc2c1=O | -20% | -16 | 173 | 27 | 101 | 74 | 16 | 173 | -27%
CS(=O)(=O)N1CCN(c2ccc([N+](=O)[O-])c(N3CCOCC3)c2)CC1 | -12% | -12 | 148 | / | / | / | 12 | 148 | 7%
CCc1ccccc1N(C)C(=O)CCc1nc(-c2ccc(C)cc2)no1 | -2% | -4 | 150 | 10 | 106 | 96 | 4 | 150 | -76%

# Source: PubChem BioAssay (several laboratories)
